# tim10-1 inh – tim10-1 yeast growth inhibition. S. cerevisiae tim10-1 ts strain growth, BacTiter-Glo, 24 h. inhibition, % at 20 µM. 330,000 compounds, 2.2% hits;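 active means inhibition of at least 40%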;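 further: mutant grown at 25 °C; 0% = DMSO wells with yeast and 100% = wells holding no yeast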
# NLRP3 yeast inh – NALP3 inhibition in yeast | 330,000 compounds, 0.39% hits | Yeast reconstituted NLRP3/ASC/caspase-1, beta-gal luminescence, 24 h | inhibition, % at 10 µM | AID 2825;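 active means inhibition of 50% or more; inactive means inhibition below 50%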;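 further: plate controls were induced DMSO wells for no effect and uninduced yeast grown without galactose for full effect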
# ATG4B inhibitor – blocks human ATG4B protease cleavage of LC3 substrate; Q9Y4P1; ATG4B cleavage of LC3-PLA2, NBD-HPC fluorescence, 1 h; inhibition, % at 8.33 µM; 340,000 compounds, 0.51% hits; in the data active means inhibition above about 40%
# Target sequence (Q9Y4P1 whole entry, looked up): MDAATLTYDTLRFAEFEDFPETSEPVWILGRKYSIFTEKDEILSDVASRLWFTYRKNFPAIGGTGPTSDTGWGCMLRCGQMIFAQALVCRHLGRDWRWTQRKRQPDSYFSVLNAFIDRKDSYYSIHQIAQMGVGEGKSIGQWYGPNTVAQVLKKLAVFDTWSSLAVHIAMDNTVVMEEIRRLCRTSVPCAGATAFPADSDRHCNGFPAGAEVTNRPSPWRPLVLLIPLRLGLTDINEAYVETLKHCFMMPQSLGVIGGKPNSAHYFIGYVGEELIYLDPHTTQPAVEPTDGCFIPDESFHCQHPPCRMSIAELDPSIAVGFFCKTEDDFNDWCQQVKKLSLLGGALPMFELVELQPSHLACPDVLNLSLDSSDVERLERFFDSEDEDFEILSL
# mIAP block – mouse IAP inhibition. purified mouse IAP, CDP-Star luminescence, 30 min. inhibition, % at 10 µM. 330,000 compounds, 0.2% hits. AID 2806;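 active means inhibition of at least 40% at 10 µM in the primary screen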;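 further: plate controls were DMSO with enzyme for no effect and no enzyme wells for full effect; values of inactives mirror those of a sister screen read the other way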
# TIM10 inh – growth inhibitors of TIM10 yeast strain | 330,000 compounds, 1.4% hits | AID 463195 | S. cerevisiae TIM10 strain growth, BacTiter-Glo luminescence, 24 h | inhibition, % at 10 µM;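 active means inhibition of 40% or more at the single tested concentration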;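 further: wild-type TIM10 isogenic control strain grown at permissive 25 °C; 0% = DMSO yeast wells and 100% = minimal medium wells without yeast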
# Apaf-1 inh – blocks human Apaf-1 apoptosome activity; O14727; reconstituted apoptosome caspase-3 activity, DEVD-Rh110 fluorescence; inhibition, % at 20 µM; 330,000 compounds, 0.71% hits; AID 489030; active means inhibition of at least 40% at 20 µM;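 further: plate controls were DMSO wells for no effect and DEVD-CHO caspase inhibitor wells for full effect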
#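 detection = Rh110 fluorescence intensity | test system = biochemical Apaf-1 apoptosome reconstitution | also added = cytochrome c and DEVD-Rh110 substrate | schedule = 30 min plus 50 min, RT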
# mIAP act – increases mouse intestinal alkaline phosphatase activity; muIAP, CDP-Star luminescence, 30 min; active compounds read high; 1 = vehicle-only enzyme signal, 0 = enzyme-free wells; activation factor at 10 µM; 330,000 compounds, 0.24% hits; AID 2805;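 active means activation factor of at least 2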; further: the source names both 10 and 20 µM as test concentration; values of inactives mirror those of a sister screen read the other way
#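 Assay system: mouse IAP enzyme; Reagent: CDP-Star chemiluminescent phosphatase substrate; Compound: DMSO-dissolved test compounds; Incubation: 30 min, room temperature; Technique: luminescence from enzymatic CDP-Star hydrolysis; Controls: DMSO-only wells and no-enzyme negative control.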
# hIAP block – blocks human intestinal alkaline phosphatase | P09923 | purified IAP, CDP-Star luminescence, 30 min | inhibition, % at 10 µM | 330,000 compounds, 0.12% hits | AID 2544;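 active means inhibition reaching a set limit with compound at 10 µM in the primary screen, cut at about 35% in these data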;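 further: plate controls were DMSO wells with enzyme for no effect and no-enzyme buffer wells for full effect; values of inactives mirror those of a sister screen read the other way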
# Target sequence (P09923 whole entry, looked up): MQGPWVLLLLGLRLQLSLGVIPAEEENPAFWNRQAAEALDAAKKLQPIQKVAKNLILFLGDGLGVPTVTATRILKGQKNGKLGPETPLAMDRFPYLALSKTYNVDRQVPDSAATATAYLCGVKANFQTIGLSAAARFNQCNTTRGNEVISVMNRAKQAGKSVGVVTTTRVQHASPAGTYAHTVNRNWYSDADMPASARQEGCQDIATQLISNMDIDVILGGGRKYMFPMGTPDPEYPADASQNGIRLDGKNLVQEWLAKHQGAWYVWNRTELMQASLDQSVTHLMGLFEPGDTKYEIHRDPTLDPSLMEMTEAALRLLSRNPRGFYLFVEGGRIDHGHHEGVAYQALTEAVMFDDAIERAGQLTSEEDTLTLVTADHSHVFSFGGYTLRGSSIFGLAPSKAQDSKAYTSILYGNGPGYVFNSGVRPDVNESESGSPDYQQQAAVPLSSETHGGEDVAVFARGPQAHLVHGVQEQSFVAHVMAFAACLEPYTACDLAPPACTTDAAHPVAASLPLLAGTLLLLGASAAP
# hIAP activ – increases human intestinal alkaline phosphatase activity; AID 2524; activation factor at 10 µM; purified human IAP, CDP-Star luminescence, 30 min; active compounds read high; 1 = vehicle-only enzyme, 0 = enzyme-free background; 330,000 compounds, 0.16% hits;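 active means activation factor of the enzyme at least 2-fold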; further: the source names both 10 and 20 µM as test concentration; values of inactives mirror those of a sister screen read the other way
# * marks the source's active call; other numbers are inactive results.
# Each structure is followed by: tim10-1 inh	NLRP3 yeast inh	ATG4B inhibitor	mIAP block	TIM10 inh	Apaf-1 inh	mIAP act	hIAP block	hIAP activ
1	COC(=O)c1cc(C(=O)NCCN2C(=O)S/C(=C\c3cccs3)C2=O)cc([N+](=O)[O-])c1
→ 5	16	-3	1	-6	4	0.99	7	0.93
2	O=C(NNc1nc2ccccc2nc1C(F)(F)F)c1ccccc1
→ 5	23	-1	7	2	1	0.93	-1	1
3	COc1cccc(C(=O)NNC(=O)c2sccc2-n2cccc2)c1
→ -3	3	0	-15	-6	6	1.1	-5	1.1
4	COc1ccc(C2CC(=O)NC3=C2C(=O)CCC3)cc1Cl (stereo not given)
→ -6	12	2	-9	-1	4	1.1	-2	1
5	CC(Oc1ccc(Cl)cc1Cl)C(=O)NN=C1CCN(C)CC1 (stereo not given)
→ 17	11	-4	-2	17	-6	1	-10	1.1
6	O=C(NCCCN1CCOCC1)C1CCN(S(=O)(=O)c2c(Cl)cccc2Cl)CC1
→ -18	1	-1	-8	-2	1	1.1	-14	1.1
7	CCOC(=O)[C@H]1[C@H]2COc3ccc(C)cc3[C@@H]2N2C(=O)[C@@H](CO)NC(=O)[C@@]12C
→ -14	16	-5	-15	3	-1	1.2	2	0.98
8	C=C(C)CNC(=S)N/N=C/c1ccc(NC(C)=O)cc1
→ 4	23	-2	-6	-14	10	1.1	-6	1.1
9	O=C1COc2ccc(C(=O)c3ccccc3)cc2CN1
→ 19	15	-6	-2	16	-14	1	5	0.95
10	CCCCn1c(=O)cc(C)n(-c2ccccc2)c1=O
→ 10	7	-1	6	7	-23	0.94	8	0.92
11	COc1ccc(-n2c(O)c(/C=N/NS(=O)(=O)c3cc(C)ccc3C)c3ccccc3c2=O)cc1OC
→ 11	-7	12	17	11	-5	0.83	18	0.82
12	COc1ccc(S(=O)(=O)NCC(=O)N(Cc2ccco2)C(C(=O)NC(C)(C)C)C(C)C)cc1 (stereo not given)
→ 18	7	1	2	-4	2	0.98	3	0.97
13	Cc1ccc(NC(=O)N2CCC(c3nc4c(nnn4Cc4c(F)cccc4Cl)c(=O)[nH]3)CC2)cc1
→ 0	8	-3	4	7	10	0.96	13	0.87
14	Cc1ccc(Cl)cc1NC(=O)COc1ccccc1
→ 4	27	-1	-3	-6	5	1	-3	1
15	CCCC(=O)Nc1ccccc1N1CCN(C(=O)C(C)C)CC1
→ 6	-2	-10	-20	5	-1	1.2	2	0.98
16	Cc1c(C(=O)N2CCOCC2)c(S(=O)(=O)Nc2ccc(C(C)C)cc2)c(C)n1C
→ 20	3	-2	1	12	-12	0.99	18	0.82
17	O=C(CSc1nnc2ccccn12)NCCc1ccc(Cl)cc1
→ 7	2	-13	5	12	-27	0.95	3	0.97
18	COc1ccc(-n2nnc3c(SCC(=O)N4CCCc5ccccc54)ncnc32)cc1
→ -18	2	12	1	-33	4	0.99	-7	1.1
19	CCOC(=O)C1CCN(C(=O)c2cccnc2)CC1
→ 9	-5	-9	2	7	2	0.98	4	0.96
20	CCOc1ccccc1-c1nc(CN(Cc2cnn(C)c2)C(C)C)c(C)o1
→ 11	9	-3	8	5	1	0.92	-11	1.1

# Entries listed so far that have a thiophene ring, fused or not:
# Each structure is followed by: tim10-1 inh	NLRP3 yeast inh	ATG4B inhibitor	mIAP block	TIM10 inh	Apaf-1 inh	mIAP act	hIAP block	hIAP activ
1	COC(=O)c1cc(C(=O)NCCN2C(=O)S/C(=C\c3cccs3)C2=O)cc([N+](=O)[O-])c1
→ 5	16	-3	1	-6	4	0.99	7	0.93
3	COc1cccc(C(=O)NNC(=O)c2sccc2-n2cccc2)c1
→ -3	3	0	-15	-6	6	1.1	-5	1.1

# Continued.
# Each structure is followed by: tim10-1 inh	NLRP3 yeast inh	ATG4B inhibitor	mIAP block	TIM10 inh	Apaf-1 inh	mIAP act	hIAP block	hIAP activ
21	CCN(CC)C(=O)[C@H]1CC(CC(=O)NCC23CC4CC(CC(C4)C2)C3)C(=O)N2CCc3c([nH]c4ccccc34)[C@]12C (stereo not given in full)
→ 10	11	-10	-23	13	30	1.2	-4	1
22	CCCCC(C(=O)NC(=O)NCc1ccccc1)N1C(=O)c2ccccc2C1=O (stereo not given)
→ 33	14	-6	1	1	14	0.99	0	1
23	Cc1ccc([N+](=O)[O-])cc1N(CC(=O)NC1CCCC1)S(C)(=O)=O
→ 1	11	4	9	-3	-1	0.91	-1	1
24	O=C(O)CC1(CC(=O)N2CCC(C(=O)O)CC2)CCCC1
→ -11	10	-4	12	7	-6	0.88	9	0.91
25	COCCn1c(SCC(=O)Nc2nnc(C)s2)nnc1-c1ccco1
→ -1	12	-5	4	3	-5	0.96	7	0.93
26	O=C(CCN1CCN(c2ccccc2)CC1)Nc1ccccc1
→ -7	25	4	0	-7	-17	1	-6	1.1
27	COc1ccc(CC(=O)Nc2ccc(-c3cn4ccccc4n3)cc2)cc1
→ 1	4	1	-16	1	7	1.2	-14	1.1
28	O=C(CN1CCN(c2ccccc2)CC1)Nc1ccc(F)cc1
→ 0	9	-5	5	10	-2	0.95	4	0.96
29	OC(Cn1cncn1)(c1ccccc1)c1ccccc1
→ -21	2	-7	1	0	2	0.99	7	0.93
30	Cc1cccc(NC(=O)c2ccc(N(C)C3CCCCC3)c([N+](=O)[O-])c2)n1
→ 23	-9	7	14	28	-4	0.86	17	0.83
31	Oc1ccccc1CNCCCN1CCOCC1
→ -5	16	3	-9	-12	4	1.1	-7	1.1
32	COc1ccc(CCN2CC(C#N)=C3c4cc(OC)c(OC)cc4CCN3C2)cc1OC
→ 22	12	-14	-6	5	9	1.1	-6	1.1
33	O=C(CCC(=O)c1cccs1)Nc1ccc(F)c(F)c1F
→ 15	24	-7	5	-3	6	0.95	13	0.87
34	CCC1CCC(c2nnc(-c3ccc(Br)cc3)o2)CC1 (stereo not given)
→ 19	-11	-4	3	22	14	0.97	10	0.9
35	CCOC(=O)/C(C#N)=C/c1c(Oc2cccc(C)c2)nc2ccccn2c1=O
→ 25	-5	6	-8	22	10	1.1	4	0.96
36	CCOC(=O)c1nn(-c2ccc(C)cc2)c(=O)c2c(N)scc12
→ 9	12	-7	16	12	37	0.84	13	0.87
37	COCCn1c(-c2ccc(Br)cc2)csc1=Nc1cccnc1
→ 42*	21	-9	-7	-1	7	1.1	-8	1.1
38	NS(=O)(=O)c1cccc(NC(=O)COC(=O)CCC(=O)c2cccs2)c1
→ -10	5	-6	-1	2	0	1	-19	1.2
39	Cn1c(SCc2ccccc2)nnc1-c1ccncc1
→ 18	12	0	6	-7	4	0.94	13	0.87
40	CCC(=O)Nc1cc2c(C)cc(=O)oc2cc1C
→ 7	19	8	2	-17	-12	0.98	-6	1.1
41	C=CCn1c(COc2ccc(F)cc2)nnc1SCC(=O)NC(=O)NCc1ccco1
→ 27	6	-6	8	22	6	0.93	3	0.97
42	CCN1CCN(c2nc3ccccn3c(=O)c2/C=C(\C#N)S(=O)(=O)c2ccccc2)CC1
→ 12	-2	0	4	5	-4	0.96	4	0.95
43	O=c1[nH]c2cc(NCCO)c([N+](=O)[O-])cc2[nH]1
→ -8	19	0	17	0	-6	0.83	4	0.96
44	Cc1cccc(C(C(=O)NC2CCCC2)N(C(=O)c2csnn2)C2CCCC2)c1 (stereo not given)
→ 15	-3	-3	-4	16	9	1	-6	1.1
45	O=C(C1=C[C@H](c2coc3ccccc3c2=O)C[C@H](OCc2ccc(CO)cc2)O1)N1CCN(Cc2ccc3c(c2)OCO3)CC1
→ 5	13	-3	12	4	21	0.88	20	0.8
46	COc1ccc(NC(=O)c2cccc(NC(=O)c3ccco3)c2)c(OC)c1
→ 4	-2	-4	-24	0	1	1.2	-5	1.1
47	CCCCn1c(SCC(=O)NC2CC2)nc2ccccc2c1=O
→ -34	20	0	3	5	-3	0.97	-36	1.4
48	O=C(NC1CCCCC1)N(C1=NCCCCC1)c1ccc(Br)cc1
→ 11	11	20	-6	-4	-5	1.1	-5	1.1
49	Cc1ccc(S(=O)(=O)n2cccc2C)cc1
→ 7	-25	0	-1	31	-14	1	-14	1.1
50	COc1ccccc1N1CCN(C(=O)CCCCCn2c(=O)[nH]c3ccsc3c2=O)CC1
→ 12	8	-2	0	6	-12	1	2	0.98

# Molecules listed so far with two or more sulfur atoms (3):
# Each structure is followed by: tim10-1 inh	NLRP3 yeast inh	ATG4B inhibitor	mIAP block	TIM10 inh	Apaf-1 inh	mIAP act	hIAP block	hIAP activ
1	COC(=O)c1cc(C(=O)NCCN2C(=O)S/C(=C\c3cccs3)C2=O)cc([N+](=O)[O-])c1
→ 5	16	-3	1	-6	4	0.99	7	0.93
25	COCCn1c(SCC(=O)Nc2nnc(C)s2)nnc1-c1ccco1
→ -1	12	-5	4	3	-5	0.96	7	0.93
38	NS(=O)(=O)c1cccc(NC(=O)COC(=O)CCC(=O)c2cccs2)c1
→ -10	5	-6	-1	2	0	1	-19	1.2

# Next section
# Each structure is followed by: tim10-1 inh	NLRP3 yeast inh	ATG4B inhibitor	mIAP block	TIM10 inh	Apaf-1 inh	mIAP act	hIAP block	hIAP activ
51	O=C(C1=C[C@@H](c2ccc(C(F)(F)F)cc2)C[C@@H](OCc2ccc(CO)cc2)O1)N1CCN(Cc2ccccc2)CC1
→ 35	15	3	-4	-1	28	1	-1	1
52	NC(=O)c1ccsc1NC(=O)COC(=O)Cc1n[nH]c(=O)c2ccccc12
→ -10	8	-2	0	-12	0	1	-16	1.2
53	C#CCOCCOCCOCCNc1nc(N2CCN(C(=O)CCCCCCCCCCNC(=O)[C@@H](CCSC)n3cc(CCO)nn3)CC2)nc(N2CCN(C(=O)CCCCCCCCCCNC(=O)[C@H](CCSC)n3cc(CCO)nn3)CC2)n1
→ 16	22	-28	-164	11	28	2.6*	12	0.88
54	COCC(C)NC(=O)CSc1nc2nn(-c3ccccc3)c(=O)c-2c2n1CCCCC2 (stereo not given)
→ 20	12	0	2	-1	6	0.98	-3	1
55	CC(NC(=O)C1CCN(C(=O)Nc2ccccc2)CC1)c1ccccc1 (stereo not given)
→ 26	15	-2	-5	8	-5	1.1	-9	1.1
56	CCN(CC)S(=O)(=O)c1ccc(N/N=C(\C)c2ccc3c(c2)OCO3)c([N+](=O)[O-])c1
→ 10	4	1	12	8	-41	0.88	-3	1
57	CNC[C@H]1Oc2ccc(NC(=O)Nc3ccccc3)cc2CC(=O)N([C@H](C)CO)C[C@H]1C
→ -8	4	-12	-75	1	13	1.8	2	0.98
58	Cc1ccc2ncnc(Oc3ncccc3NC(=O)C(C)(C)C)c2c1
→ 12	3	-2	0	16	-10	1	-2	1
59	CC1CCCC(NC(=O)Cn2cc3c(n2)CCCCC3)C1C (stereo not given)
→ 23	16	-3	-2	11	6	1	-6	1.1
60	N#Cc1ccccc1CSC1=NCCS1
→ 5	-18	-4	1	-13	-16	0.99	-10	1.1

# Compound profiles (already shown). Order of screens: tim10-1 inh	NLRP3 yeast inh	ATG4B inhibitor	mIAP block	TIM10 inh	Apaf-1 inh	mIAP act	hIAP block	hIAP activ
# Entry for COCC(C)NC(=O)CSc1nc2nn(-c3ccccc3)c(=O)c-2c2n1CCCCC2 (stereo not given) : 20	12	0	2	-1	6	0.98	-3	1
# Entry for CC(NC(=O)C1CCN(C(=O)Nc2ccccc2)CC1)c1ccccc1 (stereo not given) : 26	15	-2	-5	8	-5	1.1	-9	1.1
